Screens deposited in PubChem by Sanford-Burnham Center for Chemical Genomics.
HT1080 viability: cytotoxicity in HT1080 fibrosarcoma cells, cell-based, fluorescence readout (AID 620) | HT1080 viability, fluorescence; higher % means a stronger effect | 87,000 compounds, 0.42% hits | one-dose cytotoxicity, % at 10 µM; EC50 in µM for titrated hits; in the data active = cytotoxicity above about 50%;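 also: cells exposed to compound overnight then 4 h with Alamar Blue; 0% = vehicle DMSO and 100% = killing control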
Active calls of the source: *. Only part of the results is shown; the hit share may differ from the screen's.

What do the screens show for `Cc1ccc(-c2nc3c(cnn3-c3ccccc3)c(=O)o2)cc1`?
HT1080 viability: -8%

How did CCOc1ccc(S(=O)(=O)Nc2ccc(C(=O)N/N=C(\C)c3ccc(-n4ccnc4)cc3)cc2)cc1 do in these assays?
HT1080 viability: 26%

Results for CCOC(=O)c1c(-c2ccc(C)s2)csc1NC(=O)c1cccs1 ?
HT1080 viability: -14%

What do the screens show for `CN(C)CCn1c(=O)n(Cc2ccco2)c(=O)c2c3c(sc21)CCCCC3`?
HT1080 viability: -10%

What do the screens show for `COc1ccc(CNC(=O)C(=O)NCC2CCCO2)cc1` (stereo unspecified)?
HT1080 viability: -4%

What do the screens show for `Nc1c(NCc2ccccc2)c(=O)[nH]c(=O)n1Cc1ccccc1`?
HT1080 viability: 31%

What do the screens show for `CCN1CCN(C2=C(Cl)C(=O)N(Cc3ccccc3)C2=O)CC1`?
HT1080 viability: -6%

Results for COn1c(-c2ccccc2)nc2c1CCc1c-2no[n+]1[O-] ?
HT1080 viability: 13%

How did CCCCCCOc1ccc(OC(=O)c2ccncc2)cc1 do in these assays?
HT1080 viability: 17%

Results for Cc1ccc(C(=O)c2nc3c(n2O)CCCC3)cc1 ?
HT1080 viability: -3%

What do the screens show for `COc1ccc(NC(=O)CSc2nnc(C3CCCCC3)n2-c2ccccc2)cc1`?
HT1080 viability: -26%

Results for COC(=O)c1ccc(N2CCC(C)CC2)c(N)c1 ?
HT1080 viability: -1%

What do the screens show for `Brc1cccc(Cn2c(-c3cncs3)nc3ccccc32)c1`?
HT1080 viability: -8%

How did O=C(C[n+]1ccc(C(=O)N/N=C/c2ccc(O)cc2)cc1)c1ccccc1 do in these assays?
HT1080 viability: 3%

What do the screens show for `Cc1onc(-c2ccccc2Cl)c1C(=O)Nc1nnc(Cc2ccc(Cl)cc2)s1`?
HT1080 viability: -14%

What do the screens show for `C=CCn1c(SCC(=O)Nc2cccc3ccccc23)nnc1-c1cnccn1`?
HT1080 viability: 3%

How did CC(C)(C)NC(=O)Cn1c(-c2nonc2N)nc2ccccc21 do in these assays?
HT1080 viability: 11%

Results for NC(=O)CSc1nc2ccccc2c(=O)n1Cc1ccco1 ?
HT1080 viability: -6%

Results for Cc1oc(C(=O)O)cc1COc1ccc2c3c(c(=O)oc2c1)CCC3 ?
HT1080 viability: 1%

How did Cc1ccc(NC(=O)C2CC(=O)n3ncnc3N2)cc1 (stereo unspecified) do in these assays?
HT1080 viability: 1%

5 compounds already listed, arranged by molar mass, highest first.
What do the screens show for `Cc1onc(-c2ccccc2Cl)c1C(=O)Nc1nnc(Cc2ccc(Cl)cc2)s1`?
HT1080 viability: -14%

Results for Cc1oc(C(=O)O)cc1COc1ccc2c3c(c(=O)oc2c1)CCC3 ?
HT1080 viability: 1%

How did CC(C)(C)NC(=O)Cn1c(-c2nonc2N)nc2ccccc21 do in these assays?
HT1080 viability: 11%

What do the screens show for `Cc1ccc(-c2nc3c(cnn3-c3ccccc3)c(=O)o2)cc1`?
HT1080 viability: -8%

Results for COC(=O)c1ccc(N2CCC(C)CC2)c(N)c1 ?
HT1080 viability: -1%

Further compounds:
What do the screens show for `Cc1ccc2[nH]c3c(c2c1)CN(C(=O)CN1c2ccc(F)cc2CCC1C)CC3` (stereo unspecified)?
HT1080 viability: 4%

How did COC(=O)c1ccccc1NC(=O)CN1CCOCC1 do in these assays?
HT1080 viability: 7%

Results for CCCc1cc(=O)[nH]c(SCc2ccccc2Cl)n1 ?
HT1080 viability: 6%

What do the screens show for `O=c1oc2cc(O)ccc2c2ccccc12`?
HT1080 viability: -4%

What do the screens show for `COC(=O)c1cccc(NS(=O)(=O)c2ccc(NC(C)=O)cc2)c1C`?
HT1080 viability: 1%

How did COC(=O)/C=C(\C)NC(=O)c1ccc(F)cc1 do in these assays?
HT1080 viability: 10%

What do the screens show for `O=C1C2CC=C(Cl)CC2C(=O)N1CC1OCCc2ccccc21` (stereo unspecified)?
HT1080 viability: 7%

How did COC(=O)c1cc(Br)c(=O)n(CCN2CCCC2)c1 do in these assays?
HT1080 viability: -5%

Results for COC(=O)c1cc(C(=O)OC)n(Cc2ccc(Cl)cc2Cl)n1 ?
HT1080 viability: -8%

Results for CCN1C(=O)C(O)(CC(=O)c2ccccn2)c2ccccc21 (stereo unspecified) ?
HT1080 viability: -69%

Results for c1ccc2sc(N3CCOCC3)nc2c1 ?
HT1080 viability: -12%

What do the screens show for `Cc1cc(=S)[nH]c2c(C)cccc12`?
HT1080 viability: -6%

Results for CCOC(=O)c1cc(OC(=O)c2cccc([N+](=O)[O-])c2)n(-c2ccccc2)n1 ?
HT1080 viability: 6%

What do the screens show for `Cc1sc2ncnc(SCC(=O)N3CCC(c4noc5ccc(F)cc45)CC3)c2c1C`?
HT1080 viability: 4%

Results for CC(C)Oc1ccc(C(=O)Nc2ccc(NC(=O)c3ccco3)c(Cl)c2)cc1 ?
HT1080 viability: -9%

Results for CCOC(=O)N1CCN(C(=O)Nc2ccc3nccnc3c2)CC1 ?
HT1080 viability: -8%

Results for Cc1cc2n(n1)SC(Nc1cccc3ccccc13)N2 (stereo unspecified) ?
HT1080 viability: -2%

How did CCC(Sc1nc2cc3c(cc2c(=O)n1Cc1ccco1)OCO3)C(=O)NCCOC (stereo unspecified) do in these assays?
HT1080 viability: 12%

What do the screens show for `Cc1noc(NS(=O)(=O)c2ccc(N/C=C/C(=O)c3ccncc3)cc2)c1C`?
HT1080 viability: 0%

What do the screens show for `Cc1cccc(N2C(=O)c3cccnc3C2=O)c1`?
HT1080 viability: -15%

What do the screens show for `COc1ccc(C2c3c(ncn(CCN4CCOCC4)c3=N)Oc3ccc4ccccc4c32)cc1OC` (stereo unspecified)?
HT1080 viability: -17%

Results for COc1ccc(C2CC(C(F)(F)F)n3nc(C(=O)O)c(Br)c3N2)cc1 (stereo unspecified) ?
HT1080 viability: -6%

How did N#Cc1cc(Oc2ccccc2)c(-n2nnc3ccccc32)cc1C#N do in these assays?
HT1080 viability: 1%

What do the screens show for `COC(=O)/C(=C/Nc1cccc2ccccc12)[N+](=O)[O-]`?
HT1080 viability: -14%

Results for O=C(CSc1nc2cccnc2n1Cc1ccccc1)N1CCc2ccccc21 ?
HT1080 viability: 5%

How did COc1cccc(NC(=O)c2cnsn2)c1 do in these assays?
HT1080 viability: -1%

What do the screens show for `COc1ccccc1C(=O)Nc1ccc(S(=O)(=O)Nc2cc(C)nc(C)n2)cc1`?
HT1080 viability: 10%

What do the screens show for `COC(=O)C1=C(O)CSC1=Nc1ccccc1`?
HT1080 viability: -1%

Results for Cc1ccc(C(=O)Oc2cccc(NC(=O)c3ccco3)c2)cc1S(=O)(=O)N1CCC(C)CC1 ?
HT1080 viability: -6%

Results for Cc1ccc(C(=O)N2CCCC2)c(F)c1F ?
HT1080 viability: 4%

Results for Cc1ccccc1NCC(=O)N/N=C/C(Br)=C/c1ccccc1 ?
HT1080 viability: -17%

What do the screens show for `CC(C)CC1C(C#N)=C(N)Oc2n[nH]c(-c3ccccc3)c21` (stereo unspecified)?
HT1080 viability: -6%

Results for CCNc1nc(NCC)nc(SCCOC(=O)Nc2ccccc2)n1 ?
HT1080 viability: 12%

What do the screens show for `CNC(=O)COC(=O)c1cc(=O)[nH]c2ccccc12`?
HT1080 viability: 10%

What do the screens show for `CC(Sc1nnc(C(F)(F)F)n1C)C(=O)NC(N)=O` (stereo unspecified)?
HT1080 viability: -7%

What do the screens show for `COc1cccc(C2CC(C(F)(F)F)n3ncc(C(=O)NC(C)(C)C)c3N2)c1` (stereo unspecified)?
HT1080 viability: -12%

How did OC(c1ccccc1)c1nccn1Cc1ccccc1 (stereo unspecified) do in these assays?
HT1080 viability: 13%

Results for COc1ccc(C)cc1NC(=O)Nn1cnnc1 ?
HT1080 viability: 0%

How did CCOc1ccc(NS(=O)(=O)c2ccc(NS(=O)(=O)c3ccc(SC)cc3)cc2)cc1 do in these assays?
HT1080 viability: 23%

How did Cc1ccc(C2C(/C=C3/SC(=S)NC3=O)=C(c3cccs3)Oc3ccccc32)cc1 (stereo unspecified) do in these assays?
HT1080 viability: -2%

Results for CCN(CC)CCCNC(=O)c1[nH]c(C)c(C(=O)NC2CCCCC2)c1C ?
HT1080 viability: -2%

How did CCOC(=O)c1c(C2COc3ccccc3O2)csc1NC(=O)c1ccccc1 (stereo unspecified) do in these assays?
HT1080 viability: -4%

What do the screens show for `COC(=O)[C@@H]1C[C@@H]2CC[C@@H](O)C[C@@H]2N1Cc1ccc(C)s1`?
HT1080 viability: -14%

What do the screens show for `CC1(C)CC(=O)C=C(NNC(=O)C2CCCCC2)C1`?
HT1080 viability: -2%

How did CC(=O)OC(C(=O)N1CCN(c2ccccc2F)CC1)c1ccccc1 (stereo unspecified) do in these assays?
HT1080 viability: -1%

Results for Oc1ccc2oc3c(c2c1)CCCC3 ?
HT1080 viability: -9%

Results for CCc1nnc(NC(=O)c2cc(S(=O)(=O)N3CCN(c4ccccc4)CC3)ccc2Cl)s1 ?
HT1080 viability: 3%

How did CC(C)N(C(=O)C(=O)c1cccn1-c1ccccc1C#N)C(C)C do in these assays?
HT1080 viability: 8%

What do the screens show for `Cc1cc(C)nc(SCC(=O)N/N=C/c2cccn2-c2cccc(C(F)(F)F)c2)n1`?
HT1080 viability: -7%

What do the screens show for `CCOP(=O)(c1ccc(N(C)C)cc1)C(O)c1ccccc1` (stereo unspecified)?
HT1080 viability: -19%

How did COCCn1c(SCc2nc(N)nc(Nc3ccccc3C)n2)nc2ccccc2c1=O do in these assays?
HT1080 viability: -10%

What do the screens show for `Cc1ccnc(N/N=C/c2ccco2)n1`?
HT1080 viability: -4%

What do the screens show for `CC(C)C(=O)Nc1cccc(C(=O)Nc2nnc(C(C)(C)C)s2)c1`?
HT1080 viability: 4%

What do the screens show for `COC(=O)c1cc(NC(=O)c2cc(C)oc2C)cc(C(=O)OC)c1`?
HT1080 viability: 1%

What do the screens show for `COc1ccc(C(C(=O)NC2CCCCC2)N(CC2CCCO2)C(=O)C2COc3ccccc3O2)cc1OC` (stereo unspecified)?
HT1080 viability: -8%

What do the screens show for `O=C(CSc1nc(-c2cccs2)cc(C(F)(F)F)n1)NCc1ccccc1`?
HT1080 viability: 0%

How did Cc1cc(NC(=O)CN2CCOCC2)n(-c2nc3ccccc3s2)n1 do in these assays?
HT1080 viability: 6%

What do the screens show for `Cc1oc(-c2ccccc2)cc1C(=O)Nc1ccccc1`?
HT1080 viability: -12%

What do the screens show for `Cn1c2ccccc2c(=O)c2c(=O)n(C3CCCCC3)c(-c3cccs3)nc21`?
HT1080 viability: -13%

How did CN(C)C(=O)C1OC(C)(C)OC1C(=O)N(C)C (stereo unspecified) do in these assays?
HT1080 viability: 0%

How did COc1ccc(CN2CC(C(=O)NCCc3ccc(C)cc3)CC2=O)cc1 (stereo unspecified) do in these assays?
HT1080 viability: -6%

Results for CCC1CCCCN1CCCNC(=O)c1ccc2c(=O)n(Cc3ccc(OC)cc3)c(=O)[nH]c2c1 (stereo unspecified) ?
HT1080 viability: -4%

What do the screens show for `CCN(CC)S(=O)(=O)c1ccc(N2CCN(S(=O)(=O)c3ccc4c(c3)OCCO4)CC2)nc1`?
HT1080 viability: -1%

What do the screens show for `CC(=O)NCCCc1nc2ccccc2n1Cc1ccccc1C`?
HT1080 viability: 1%

How did CC(=O)Nc1ccc(NC(=O)CSCCc2ccccn2)cc1 do in these assays?
HT1080 viability: 3%

Results for COC(=O)c1cccc(C#CC(NP(=O)(c2ccccc2)c2ccccc2)c2ccccc2)c1 (stereo unspecified) ?
HT1080 viability: -18%

Results for Cc1cc(Cl)c(S(=O)(=O)N2CCN(c3ccccc3)CC2)cc1OCC(N)=O ?
HT1080 viability: 2%

How did CN(C)c1cccc(NC2=CC(=[N+]3CCOCC3)CC(C)(C)C2)c1 do in these assays?
HT1080 viability: 15%

How did O=C(COC(=O)c1cc([N+](=O)[O-])ccc1NCc1ccccc1)NC1CCCc2ccccc21 (stereo unspecified) do in these assays?
HT1080 viability: 14%

How did C1CCC(C23CC4CC(CC(C4)C2)C3)NC1 (stereo unspecified) do in these assays?
HT1080 viability: -11%

How did CCCCNC(=O)CN(c1cccc(F)c1)S(C)(=O)=O do in these assays?
HT1080 viability: -5%

Results for Cc1ccc(-n2c3c(c(=O)[nH]c2=S)C(C(F)(F)F)(C(F)(F)F)NC(=O)N3)cc1 ?
HT1080 viability: 9%

What do the screens show for `CCOC(=O)C1=C(C)NC(=O)C(C(N)=O)C12CCCC2` (stereo unspecified)?
HT1080 viability: 4%

What do the screens show for `N#Cc1c(-c2ccc(Br)cc2)nc2n(c1=O)CCCS2`?
HT1080 viability: 6%

Results for COc1ccccc1N1CCN(C(=O)c2ccc(Cl)c(S(=O)(=O)NCc3ccco3)c2)CC1 ?
HT1080 viability: 56%*

How did Cc1ncc(S(=O)(=O)c2ccccc2)c(-c2ccc(Cl)cc2Cl)n1 do in these assays?
HT1080 viability: -6%

Results for COC(=O)C1(C)C=CC2(CCCCC2)N1C(=O)c1ccccc1 (stereo unspecified) ?
HT1080 viability: -22%

What do the screens show for `COc1ccc(CNC(=S)Nc2cccc(C)c2C)cc1`?
HT1080 viability: -13%

Results for Cc1cc(C2C(C#N)=C(N)OC3=C2C(=O)CC(C)(C)C3)c(C)s1 (stereo unspecified) ?
HT1080 viability: -17%

What do the screens show for `C1CNCCOCCNCCN1`?
HT1080 viability: -5%

What do the screens show for `CC(=O)C1=C(C)NC(SCC(N)=O)=C(C#N)C1c1cccs1` (stereo unspecified)?
HT1080 viability: 4%

How did CC(C)(C)NC(=O)CSc1nncn1NCc1cccc2ccccc12 do in these assays?
HT1080 viability: -5%

Of the compounds above, 6 contain a cyano group:
How did N#Cc1cc(Oc2ccccc2)c(-n2nnc3ccccc32)cc1C#N do in these assays?
HT1080 viability: 1%

What do the screens show for `CC(C)CC1C(C#N)=C(N)Oc2n[nH]c(-c3ccccc3)c21` (stereo unspecified)?
HT1080 viability: -6%

How did CC(C)N(C(=O)C(=O)c1cccn1-c1ccccc1C#N)C(C)C do in these assays?
HT1080 viability: 8%

What do the screens show for `N#Cc1c(-c2ccc(Br)cc2)nc2n(c1=O)CCCS2`?
HT1080 viability: 6%

Results for Cc1cc(C2C(C#N)=C(N)OC3=C2C(=O)CC(C)(C)C3)c(C)s1 (stereo unspecified) ?
HT1080 viability: -17%

What do the screens show for `CC(=O)C1=C(C)NC(SCC(N)=O)=C(C#N)C1c1cccs1` (stereo unspecified)?
HT1080 viability: 4%
